Compound activity from PubChem.
KB-V1 MDR tox: KB-V1 MDR subline cytotoxicity | AID 1347076 | 400,000 compounds, 3.4% hits | Potency, µM (top dose mostly 46.1 µM), without a hit: at the top dose activity change, negative = cytotoxicity, actives largely listed as cytotoxic | KB-V1 MDR cells viability, CellTiter-Glo, 72 h; also: potency is read from the fitted curve at half-maximal effect; % is scaled to controls: 0 for no effect and ±100 for the full control effect; nearly all actives have a fitted effect of over 60% in size
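Compound-treated KB-V1 multidrug-resistant cells, 72 h, 37 degrees C; viability by CellTiter-Glo. Fitted qHTS curves give the values.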
TDP43 rescue: rescues yeast growth from TDP-43 toxicity; TDP-43 expressing yeast growth rescue, BacTiter-Glo, 24 h; Potency, µM (top dose mostly 46.1 µM), for inactives: at the top dose growth rescue (activation), hits mostly activators; 410,000 compounds, 1.8% hits; AID 652104; also: potency is read from the fitted curve at half-maximal effect; % of control where 0% means no effect; nearly all actives have a fitted effect of over 50% in size
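Readout is BacTiter-Glo luminescence of cell growth, so inhibitors register as activators. TDP-43-expressing yeast at OD600=0.02 in galactose medium, after raffinose pregrowth to mid-log, were incubated with compound for 24 hr at 30 deg C.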
GLP1R ag: GLP-1 receptor (human) agonism | Potency, µM (highest dose often 45.6 µM), for the others: at the top dose activation, actives largely listed as activators | P43220 | HEK293 GLP-1R CRE-luciferase, luminescence, 4-6 h; cells express a hypersensitive GLP-1R form | AID 624172 | 380,000 compounds, 0.007% hits; also: potency is read from the fitted curve at half-maximal effect; % of control where 0% means no effect
GLP1R cytotox: cytotoxicity in counter-screen for GLP-1R inverse agonists. 410,000 compounds, 0.13% hits. Potency, µM (titrated, usually from 38.3 µM), without a hit: top-dose activity change, negative = inhibition, most hits filed as inhibitors. HEK293 cAMP-luciferase reporter cells, luminescence, 24 h. AID 624418;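 also: loss of luciferase light is scored as toxicity; potency is read from the fitted curve at half-maximal effect; % is scaled to controls: 0 for no effect and ±100 for the full control effect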
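Cells in DMEM/10% Nu serum/1% pen-strep, 1536-well format. Pre-incubated 12 h, dosed with 23 nL compound, incubated a further 24 h. Luciferase detection, 12 min at room temp, luminescence.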
PTHR1 ag: agonists of human PTHR1 parathyroid hormone receptor | Q03431 | HEK293 GP2 PTHR1 cells, GloSensor cAMP luminescence, 1 h | Potency, µM (top dose mostly 115 µM), without a hit: at the top dose activation, usual class: activators | 410,000 compounds, 0.075% hits | AID 743266; also: potency is read from the fitted curve at half-maximal effect; nearly all actives have a fitted effect of over 55% in size; some results filed as inactive show a strong effect at the top dose; inactives centre near -15; many of its hits are not listed in these tables
Target sequence (Q03431 whole entry, looked up): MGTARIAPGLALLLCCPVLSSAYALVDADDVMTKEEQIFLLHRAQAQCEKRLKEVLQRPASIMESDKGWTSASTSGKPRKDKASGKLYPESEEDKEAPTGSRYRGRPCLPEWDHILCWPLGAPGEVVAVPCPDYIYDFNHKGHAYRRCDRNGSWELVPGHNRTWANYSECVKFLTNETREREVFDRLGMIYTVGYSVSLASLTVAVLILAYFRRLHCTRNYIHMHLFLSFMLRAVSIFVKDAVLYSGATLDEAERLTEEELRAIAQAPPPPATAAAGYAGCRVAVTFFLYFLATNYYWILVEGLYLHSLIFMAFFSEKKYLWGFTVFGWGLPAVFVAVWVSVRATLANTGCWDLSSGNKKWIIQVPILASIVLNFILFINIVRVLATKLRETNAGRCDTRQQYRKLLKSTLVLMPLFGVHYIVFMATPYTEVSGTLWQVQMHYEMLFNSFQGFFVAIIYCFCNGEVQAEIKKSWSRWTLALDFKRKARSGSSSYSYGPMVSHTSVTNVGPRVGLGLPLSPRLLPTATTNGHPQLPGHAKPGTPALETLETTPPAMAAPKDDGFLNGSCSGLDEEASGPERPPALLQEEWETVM
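HEK-293-derived GP2 cells expressing PTHR1 and a GloSensor cAMP reporter, 3,000/well, plated overnight, given luciferin plus IBMX (each 0.5 mM as added) for 1 h at 37 °C, then compound for 1 h at 37 °C. Luminescence was read after 15 min at room temperature.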
aSyn yeast inh: inhibitors of alpha-synuclein toxicity in yeast. Yeast expressing alpha-synuclein, growth rescue, BacTiter-Glo, 24 h. Potency, µM (top dose mostly 46.1 µM), for the others: top-dose growth rescue (activation), most hits filed as activators. 370,000 compounds, 0.14% hits; also: potency is read from the fitted curve at half-maximal effect; % of control where 0% means no effect; nearly all actives have a fitted effect of over 65% in size
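Readout is rescue of growth in alpha-synuclein-expressing yeast, so inhibitors of toxicity appear as activators. Growth after 24 hr at 30 deg C in galactose medium is quantified by luminescence.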
GLP1R inv ag: GLP-1 receptor (human) inverse agonism; P43220; HEK293 GLP-1R CRE-luciferase, luminescence, 24 h; GLP-1R form is constitutively active; Potency, µM (highest dose often 38.3 µM), without a hit: top-dose activity change, negative = inhibition, hits mostly inhibitors; 410,000 compounds, 1.6% hits; AID 624417; also: potency is read from the fitted curve at half-maximal effect; % is scaled to controls: 0 for no effect and ±100 for the full control effect; nearly all actives have a fitted effect of over 55% in size
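HEK293 cells stably co-expressing constitutively active GLP-1R and a cAMP-responsive luciferase reporter were seeded in DMEM with 10% Nu serum, given compounds after 12 h, and incubated 24 h at 37 deg C. Luminescence was then read.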
D3 antag: blocks the human D3 dopamine receptor; P35462; D3R cells, DiscoveRx beta-arrestin luminescence, antagonist mode; stronger effect = lower value; max response, negative = inhibition, %; 360,000 compounds, 2.5% hits; AID 652054; in the data active = max response below about -50%; inconclusive = no clear call, values can overlap the other calls; also: % is scaled to controls: 0 for no effect and ±100 for the full control effect; mostly tested at two doses, the higher about 12 µM
Target sequence (P35462 whole entry, looked up): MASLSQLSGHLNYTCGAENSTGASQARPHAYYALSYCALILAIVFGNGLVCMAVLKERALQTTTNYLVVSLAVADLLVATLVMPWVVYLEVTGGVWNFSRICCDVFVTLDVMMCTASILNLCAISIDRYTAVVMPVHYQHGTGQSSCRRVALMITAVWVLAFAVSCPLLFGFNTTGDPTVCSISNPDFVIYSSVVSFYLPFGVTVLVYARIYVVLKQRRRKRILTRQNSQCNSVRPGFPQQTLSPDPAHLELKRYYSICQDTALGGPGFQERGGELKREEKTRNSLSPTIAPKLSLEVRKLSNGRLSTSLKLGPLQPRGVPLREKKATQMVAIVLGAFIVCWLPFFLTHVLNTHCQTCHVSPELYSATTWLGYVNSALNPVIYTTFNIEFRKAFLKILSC
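Cells plated overnight at 1500 cells/well, then exposed to library compounds with dopamine controls for 90 minutes at 37 degrees C. DiscoveRx reagent added for 30–60 minutes at room temperature; luminescence read, quantitative HTS format.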
D3 ag: agonists of human D3 dopamine receptor | D3R DiscoveRx beta-arrestin cells, luminescence, 90 min | max activation, % | 410,000 compounds, 0.58% hits | AID 652048; in the data active = max activation above about 30%; also: 0% is about no effect; mostly tested at two doses, the higher about 12 µM
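Agonist-mode cell screen: cells plated at 1500/well and incubated overnight at 37 °C, then exposed to library compounds for 90 min at 37 °C. Detection reagent was added for 30–60 min at room temperature, and luminescence was read.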
* = called active by the depositor; i = inactive; ? = inconclusive; . = no result given; [ ] = dose if it differs, or a comment. Unless noted, calls follow the shape of the dose curve; as a rule, active = well fitted curve in the direction sought with a large enough effect; inconclusive = small, poorly fitted or top-dose-only effect, or another doubt; inactive = no such curve, though single readings can be large; an effect the other way counts as inactive or inconclusive. Not all compounds are listed, so the mix of outcomes need not match the whole.

Every second line gives: KB-V1 MDR tox, TDP43 rescue, GLP1R ag, GLP1R cytotox, PTHR1 ag, aSyn yeast inh, GLP1R inv ag, D3 antag, D3 ag
- CS(=O)(=O)c1ccc(Nc2nc(C(N)c3ccccc3Cl)cs2)cc1 (stereo not drawn)
    ?, -2%, 5%, 4%, -11%, 2%, 5%, -22, 0
- Cc1nnc(NC(=O)C2CC(=O)N(c3ccccc3)C2)s1 (stereo not drawn)
    1%, -13%, 2%, 14%, i, -4%, 15%, -14, -5
- CCOC(=O)CCCCC(=O)c1[nH]c(=O)[nH]c1CSc1nnc2c3ccccc3n(C(C)C)c2n1
    15µM*, ?, 23%, 10%, -20%, 1%, 88%[activator], -15, 3
- O=[N+]([O-])c1cc(/C=N/Nc2nc(N3CCOCC3)nc(N3CCOCC3)n2)ccc1Cl
    13%, 0%, 0%, 4%, 3%, 2%, 0%, -2, -2
- CC(=O)Nc1ccccc1OCC(=O)c1cc(C)n(Cc2cccs2)c1C
    ?, 22µM*, 10%, -2%, -34%, -10%, 0%, 5, 7
- CCCCn1c(N)c(N(CC)C(=O)C2CCCC2)c(=O)[nH]c1=O
    ?, 7%, 5%, 4%, i, 1%, 6%, 8, 0
- Cc1cc(C)n(-c2c(F)c(F)c(CN3CCCCC3)c(F)c2F)n1
    0%, 13%, 2%, -4%, -4%[57.5 µM], -2%, ?, -2, 6
- CC(C)C(C(=O)Nc1nccs1)N1C(=O)c2ccccc2C1=O (stereo not drawn)
    15%, 0%, -1%, 8%, -8%, 12%, 3%, 8, 12
- O=C(COc1ccccc1)NCC(c1ccco1)N1CCN(c2ccc(F)cc2)CC1 (stereo not drawn)
    -12%, -22%, 11%, 2%, -50%[inhibitor], -4%, ?, 1, -15
- Cc1ccc(S(=O)(=O)NCCC(=O)NCCOc2ccccc2)cc1
    0%, -1%, -4%, -3%, -5%, -3%, 1%, -10, 4
- O=C(CCN1C(=O)/C(=C/c2ccc(F)cc2)SC1=S)NNC(=O)c1cccnc1
    -5%, 0%, 2%, -9%, -40%[inhibitor], 2%, 17%, -19, 2
- CC1(C)CC2CC(C)(CN2C(=O)c2cc(-c3ccc(F)cc3)on2)C1 (stereo not drawn)
    -4%, -2%, 7%, 0%, -3%, 5%, ?, 4, 5
- Oc1ccc(CCc2ccccn2)cc1
    2%, 9%, 11%, -14%, i, -2%, 19%, 6, 3
- O=C(COc1ccc(Br)cc1)Nc1ccc(-c2nnc(-c3ccco3)o2)cc1
    13%, 0%, -3%, -6%, i, -1%, 1%, 9, 14
- OCC1(Cc2ccc(F)cc2)CCCN(CCCC(F)(F)F)C1 (stereo not drawn)
    -3%, 0%, 0%, 14%, ?, -4%, ?, 0, -16
- O=C(COC(=O)COc1ccc(Br)cc1)NCC1CCCO1 (stereo not drawn)
    5%, -14%, -7%, -4%, -2%, -13%, 2%, -4, 1
- CCn1c(C)nc2cc(C(=O)NNC(=S)Nc3ccccc3)ccc21
    2%, 20%, 9%, -5%, -5%, -6%, -10%, -15, 0
- COc1ccccc1-c1sc2cc3c(cc2c1C#CC1(O)CCCCC1)OCO3
    4%, 7%, 4%, -6%, i, ?, ?, 8, 10
- CCCCNC(=O)c1cn(CC)c2cc(N3CCN(C)CC3)c(F)cc2c1=O
    1%, 6%, 7%, 6%, i, 6%, -9%, -3, -1
- CCOc1ccc2nc(SCc3ccc(C(=O)OC)o3)[nH]c2c1
    -14%, ?, 24%, -1%, i, 1%, 3%, 18, 0
- O=[N+]([O-])c1cccc(N(CC(O)CN2CCCC2)S(=O)(=O)c2ccccc2)c1 (stereo not drawn)
    0%, -3%, 2%, -8%, -3%, 5%, -9%, -3, -12
- Cc1cc(C)cc(N(C(C)C(=O)Nc2c(C)n(C)n(-c3ccccc3)c2=O)S(C)(=O)=O)c1 (stereo not drawn)
    -2%, 14%, -4%, -3%, i, 1%, -23%, -27, 6
- O=C(Cn1nc(C(F)(F)F)c2c1CCC2)NCc1ccc(Cl)cc1
    -2%, -8%, 0%, -4%, i, -1%, ?, 6, -15
- CCCCC(CC)CNC(=O)C1CCCN(S(=O)(=O)c2cnc[nH]2)C1 (stereo not drawn)
    0%, 16%, -5%, -18%, i, 1%, -7%, 14, 2
- CCc1cc(=O)oc2cc(C)cc(OCC(=O)NC3CC3)c12
    -2%, 13%, 1%, 2%, i, 9%, 15%, 20, 7
- Cc1ccsc1/C=N/n1c(-c2ccncc2)n[nH]c1=S
    -18%, -19%, 8%, 9%, 9%, -5%, -8%, 15, -5
- O=C(Nc1ccc(Cl)cc1)N1CCN(c2ncccn2)CC1
    2%, 10%, 5%, 0%, -13%, -1%, 29%, 0, 0
- Cc1ccc(NC(=O)[C@@H]2CCCN2C(=O)[C@@H]2Cc3ccccc3CN2)c(C)c1
    11%, -20%, -4%, -7%, -52%[inhibitor], -4%, 3%, -6, -3
- Cc1csc(NC(=O)CSCC(=O)Nc2ccccc2)n1
    ?, -19%, 0%, 13%, 9%, 5%, 11%, -10, 2
- COc1cccc(/C=N/N2CCN(C)CC2)c1
    8%, -34%[inhibitor], 1%, 5%, -14%, -3%, 15%, -22, -18
- CC1CN(S(=O)(=O)c2cccc(C(=O)Nc3ccc(N4CCCCC4)cc3)c2)CC(C)O1 (stereo not drawn)
    5%, 11%, 1%, 4%, i, -6%, 7%, 10, 3
- Cc1cc(NC(=O)CSc2nc(-c3ccc(Cl)cc3)cs2)no1
    3%, 3%, -1%, 5%, i, -18%, 14%, 4, 0
- CCC(=O)N1CCc2cc(Br)cc(S(=O)(=O)N3CCN(c4ccccc4)CC3)c21
    -7%, 17%, 0%, 20%, 18%, ., 9%, ., 0
- CC(Cc1ccc(Cl)cc1)N1CCC(n2nccc2NC(=O)C2CCCC2)CC1 (stereo not drawn)
    4%, 8%, 1%, -26%, -14%, 1%, ?, -22, -15
- N#CNC(N)=Nc1cccc(Cl)c1
    2%, 11%, 1%, 1%, i, -9%, -24%, 7, -1
- O=C1[C@H]2[C@@H](c3ccc(Cl)cc3)N3C(=O)N(c4cccc(Cl)c4)C(=O)[C@@]3(Cc3ccc(Cl)cc3)[C@H]2C(=O)N1C1CCCCC1
    1%, 10%, -6%, -16%, i, -1%, 4µM*, -8, -18
- COc1ccccc1NC(=O)CCc1c(C)nc2c(-c3ccc(F)cc3)c(C)nn2c1C
    6%, 12%, 12%, -4%, -9%, 4%, 15%, 0, 3
- COc1ccc(NC(=O)CCNC(=O)c2ccco2)cc1Cl
    -1%, -14%, 11%, 1%, i, 2%, 36%[activator], -14, 1
- CC(=C/c1ccccc1)/C=C1/SC(N2CCOCC2)=NC1=O
    -17%, 5%, -3%, -23%, -6%, 16%, -10%, -2, 0
- CC(C)N(C(=O)[C@H]1CC(CC(=O)NCCN2CCOCC2)C(=O)N2CCc3c([nH]c4ccccc34)[C@]12C)C(C)C (stereo partly drawn)
    0%, -1%, 5%, 1%, i, -1%, 13%, -8, -5
- COc1ccc(OC)c(CN2CCN(C(=O)c3cc(S(=O)(=O)N4CCOCC4)ccc3C)CC2)c1
    ?, 2%, 2%, 0%, i, 2%[1.84 µM], -6%, -2, -11
- CC(C)(C)OC(=O)C[C@@H]1C/C=C\C[C@H](CC(=O)N[C@@H](CO)Cc2ccccc2)C(=O)N[C@H](Cc2ccccc2)COC1=O
    ?, 12%, 1%, 5%, -3%, 2%, 5%, -5, -7
- O=C(NCc1ccc2c(c1)OCO2)c1ccc2c(c1)C(=O)N(Cc1cccnc1)C2=O
    27%, 22%, -6%, 5%, i, 1%, 8%, -6, 7
- O=C(Cc1ccccc1)Nc1ccc(NC(=O)c2ccco2)nc1
    -2%, -2%, 6%, 14%, i, 5%, -20%, -15, -2
- O=C(CCC(=O)NCCO)NCCO
    12%, -4%[0.397 µM], 7%, -11%, i, 3%, 14%, 5, 0
- COc1ccc(CCNC(=O)c2cc3c(=O)n4ccccc4nc3n(CC3CCCO3)c2=N)cc1OC (stereo not drawn)
    -6%, 24%, -1%, 1%, 0%, 2%, 21%, 5, 20
- COc1cccc([C@@H]2CC=C(C(=O)O)[C@H](c3ccccc3F)N2S(=O)(=O)c2ccc(C)cc2)c1
    -10%, 1%, 0%, -1%, i, 2%, -8%, -20, -5
- Cc1ccc(-c2onc3ccc(C=O)cc23)cc1
    -3%, -13%, 2%, 3%, -22%[57.5 µM], 16%, -13%, -9, -4
- CS(=O)(=O)N1N=C(c2cccs2)CC1c1ccc(F)cc1 (stereo not drawn)
    4%, 8%, -7%, -12%, 4%, -2%, ?, -4, -1
- COc1ccc(C(=O)Nc2cccc(S(=O)(=O)N(C)C)c2)cc1S(=O)(=O)N1CCOCC1
    1%, 14%, 10%, -1%, -25%, -5%, 2%, -10, 0
- C[C@H](CO)N1C[C@H](C)[C@@H](CN(C)S(=O)(=O)c2ccc(Oc3ccccc3)cc2)OCc2cn(nn2)CCCC1=O
    9%, 0%, 0%, 4%, -21%, 0%, 31%, 2, 3
- COc1ccc(S(=O)(=O)N2CCCC2)cc1NC(=O)c1ccccc1
    -2%, -20%, 4%, 4%, -21%, -3%, 15%, 3, -11

Part of the list above, with each value named:
smiles: COc1ccc(S(=O)(=O)N2CCCC2)cc1NC(=O)c1ccccc1
  KB-V1 MDR tox: -2% | TDP43 rescue: -20% | GLP1R ag: 4% | GLP1R cytotox: 4% | PTHR1 ag: -21% | aSyn yeast inh: -3% | GLP1R inv ag: 15% | D3 antag: 3 | D3 ag: -11

smiles: C[C@H](CO)N1C[C@H](C)[C@@H](CN(C)S(=O)(=O)c2ccc(Oc3ccccc3)cc2)OCc2cn(nn2)CCCC1=O
  KB-V1 MDR tox: 9% | TDP43 rescue: 0% | GLP1R ag: 0% | GLP1R cytotox: 4% | PTHR1 ag: -21% | aSyn yeast inh: 0% | GLP1R inv ag: 31% | D3 antag: 2 | D3 ag: 3
